CHRM1 PAM – positive allosteric modulators of human M1 muscarinic receptor; P11229; hit rate 0.088% among 360,000; activation, % at 3 µM; CHO-K1 hM1, Fluo-8 calcium fluorescence, ACh EC20; 0% = ACh EC20, 100% = maximal ACh; in the data active = activation above about 19%, passing the limit was not always enough
OXTR potentiate – human OXTR potentiation; P30559; CHO-OTR cells, Fluo-8 calcium fluorescence, potentiator mode; 0% = oxytocin EC15, 100% = EC100; activation, % at 3 µM; hit rate 0.061% among 320,000; AID 2445;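 active = activation above that plate's cutoff, the mean activation of tested compounds plus 3 SD, cut at about 6.6% in these data, passing the limit was not always enough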;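 note: 100% uses oxytocin at 75 nM as the full agonist control; some results filed as inactive read as strong as hits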
Target sequence (P30559 whole entry, looked up): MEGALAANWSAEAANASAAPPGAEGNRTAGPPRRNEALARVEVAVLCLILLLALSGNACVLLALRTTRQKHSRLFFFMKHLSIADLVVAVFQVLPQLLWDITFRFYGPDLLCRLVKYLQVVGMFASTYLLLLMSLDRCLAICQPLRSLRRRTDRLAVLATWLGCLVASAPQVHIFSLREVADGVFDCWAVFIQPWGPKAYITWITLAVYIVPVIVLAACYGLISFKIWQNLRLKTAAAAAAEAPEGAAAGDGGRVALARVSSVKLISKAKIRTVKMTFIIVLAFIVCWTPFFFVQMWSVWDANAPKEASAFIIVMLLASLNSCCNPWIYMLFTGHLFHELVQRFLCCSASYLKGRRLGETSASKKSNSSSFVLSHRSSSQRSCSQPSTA
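Assay system: CHO cell line stably expressing human OTR | Also added: Oxytocin at about EC15, sub-maximal agonist stimulus | Times: Compound 6 min at room temperature before oxytocin, 100 s read | Measured by: Fluo-8 intracellular calcium fluorescence, ex 470-495, em 515-575 nm | Controls: EC15 oxytocin alone as 0%, 75 nM oxytocin as 100%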
CHO-K1 Ca ag – counter-screen for M1 agonists: effect in parental CHO-K1 cells. Fluo-8 calcium fluorescence; scaled to maximal ATP response, vehicle zero. hit rate 0.48% among 360,000. AID 602248. activation, % at 3 µM; in the data active = activation above about 15%;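 note: untransfected CHO-K1 host cells lacking M1 receptor as counterscreen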
CHO-K1 Ca antag – nonselective inhibitor or artifact in parental CHO-K1 cells; ATP-induced calcium, Fluo-8 fluorescence; inhibition, % at 3 µM; hit rate 0.6% among 360,000; AID 602250;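 active = inhibition above a per-plate cutoff, the plate's mean sample inhibition plus 3 SD, cut at about 24% in these data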;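 note: 0% = DMSO plus EC80 ATP and 100% = DMSO alone without ATP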
CHRM4 agonist – agonists of human muscarinic M4 receptor (CHRM4); activation, % at 3 µM; CHO-K1 hM4/Gqi5, Fluo-8 calcium fluorescence; vehicle 0%, full acetylcholine response 100%; hit rate 0.14% among 360,000; P08173; AID 624127;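 active = activation above the run mean over all test wells plus 3 SD, cut at about 32% in these data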;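 note: peak over basal fluorescence ratio per well then scaled between controls; 0% = DMSO wells and 100% = acetylcholine at EC100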
Target sequence (P08173 whole entry, looked up): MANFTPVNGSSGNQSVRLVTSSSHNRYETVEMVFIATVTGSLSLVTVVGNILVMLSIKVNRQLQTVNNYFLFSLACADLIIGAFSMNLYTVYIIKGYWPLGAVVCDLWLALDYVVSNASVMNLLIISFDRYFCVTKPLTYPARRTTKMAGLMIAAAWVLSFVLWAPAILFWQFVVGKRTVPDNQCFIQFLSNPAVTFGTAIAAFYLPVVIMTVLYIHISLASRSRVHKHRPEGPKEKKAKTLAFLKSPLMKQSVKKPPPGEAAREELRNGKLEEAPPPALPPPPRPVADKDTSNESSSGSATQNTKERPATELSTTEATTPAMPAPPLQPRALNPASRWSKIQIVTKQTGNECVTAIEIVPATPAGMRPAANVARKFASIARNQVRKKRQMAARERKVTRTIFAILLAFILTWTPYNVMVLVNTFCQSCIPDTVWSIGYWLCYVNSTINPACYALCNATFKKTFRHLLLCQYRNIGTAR
M1 antag – human CHRM1 antagonism; P11229; CHO-K1 hM1, Fluo-8 calcium fluorescence, ACh EC80 antagonist; inhibition, % at 3 µM; hit rate 1.3% among 360,000; AID 588852;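 active = percent inhibition above its own plate's cutoff, namely the mean of that plate's compound wells plus 3 SD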;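 note: peak over basal fluorescence ratio during 140 s after agonist addition; 0% = ACh EC80 plus DMSO and 100% = DMSO alone without agonist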
M4 antag – antagonists of human muscarinic M4 receptor (CHRM4). P08173. inhibition, % at 3 µM. CHO-hM4 cells, ACh EC80, Fluo-8 calcium fluorescence. hit rate 0.73% among 360,000;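 active = inhibition above its plate's cutoff, the mean inhibition of sample wells plus 3 SD, cut at about 27% in these data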;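 note: 0% = acetylcholine EC80 with DMSO and 100% = DMSO without agonist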
CHO parental Ca – signal in parental CHO cells, OX1R antagonist counter-screen. parental CHO-K1, ATP-induced calcium, Fluo-8 fluorescence. inhibition, % at 5.6 µM. hit rate 0.63% among 330,000. AID 463079;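 active = inhibition above that plate's mean sample inhibition plus 3 SD, cut at about 26% in these data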;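 note: 0% = ATP-challenged DMSO wells and 100% = DMSO wells without ATP; some compounds past the cut are filed as inactive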
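Assay system: parental CHO cells; Read-out basis: percent inhibition of ATP-evoked calcium rise, normalized to controls; Benchmarks: ATP and no-ATP DMSO wells; Compound dosing: single nominal dose of 5.6 µM per compound; Signal: Fluo-8 calcium dye fluorescence; Also added: ATP as calcium-mobilizing challenge; Repeats: singlicate.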
CHRM1 agonist – human M1 muscarinic receptor agonism; P11229; CHO-K1 hM1, Fluo-8 calcium fluorescence, agonist mode; 0% DMSO, 100% acetylcholine EC100; activation, % at 3 µM; hit rate 0.33% among 360,000;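 active = activation above the run's mean compound activation plus 3 SD, cut at about 16% in these data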;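 note: peak over basal fluorescence ratio within a 140 s kinetic read after compound addition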
Numbers without * were called inactive; . = no result given.

SMILES	CHRM1 PAM	OXTR potentiate	CHO-K1 Ca ag	CHO-K1 Ca antag	CHRM4 agonist	M1 antag	M4 antag	CHO parental Ca	CHRM1 agonist
CC1CCN(C(=O)c2cc(-c3ccco3)on2)CC1	-5	-3	-0.2	-7	0	3	-12	4	-5
COc1ccc(-c2noc(Cc3cccs3)n2)cc1	-4	0	0.5	0	-1	5	-2	-6	-5
CCc1cc(C(=O)COc2ccccc2F)c(O)cc1O	-3	-5	4.4	0	2	-5	6	-3	-4
CCOC(=O)c1cc(C#N)c(SCC(=O)OC)[nH]c1=O	7	-4	0.1	-3	0	-13	7	-3	0
CCOC(=O)NC1(NC2CCCCC2)Oc2ccccc2O1	5	-5	0.3	-4	0	0	10	-14	-8
Cc1onc(-c2c(Cl)cccc2Cl)c1C(=O)NC(=S)Nc1sc2c(c1C(N)=O)CCC(C)C2 (stereo not given)	6	-4	0.2	9	0	-11	4	-14	-1
CC(C)(C)c1[nH]nc2c1C(c1ccco1)C(C#N)=C(N)O2 (stereo not given)	2	3	0.7	-11	1	-14	-11	1	-7
O=C(Nc1ccc(S(=O)(=O)Nc2ccccc2)cc1)C1CC1	1	.	6.9	9	6	3	2	.	2
COc1ccc2c(c1)[C@H]1[C@H](CO2)[C@H](c2ccccc2)[C@@]2(C)C(=O)N[C@H](C)C(=O)N12	8	.	-0.4	-2	1	-8	-5	.	-1
O=C1CCCCC1C(=O)c1cn(-c2ccc(Cl)c(Cl)c2)nn1 (stereo not given)	6	-7	0.5	-13	0	-8	0	3	-6
Cc1csc2c(N3CCN(C(=O)c4ccc(C(C)(C)C)cc4)CC3)ncnc12	-14	-13	12	22	13	21	8	37*	0
Cc1ccc(NC(=O)COC(=O)/C=C/c2ccccc2)cc1S(=O)(=O)N1CCOCC1	2	-9	0.2	0	3	14	8	-20	0
Cc1c(NC(=O)CSc2nc3c(cnn3-c3ccccc3)c(=O)[nH]2)c(=O)n(-c2ccccc2)n1C	7	1	1.3	-1	2	-7	-2	-8	-5
Cc1ccc(Cl)cc1N(C)C(=O)Cn1ncc2c([nH]c3ccccc32)c1=O	-2	-9	0.3	2	3	7	-7	-20	-1
NCC1CCN(c2nc3ccccc3c3c2CCCC3)CC1	-6	.	6.0	-7	5	4	-2	.	-3
Cc1cc(O)ccc1-c1cc(C(=O)NCc2cc(C(F)(F)F)cc(C(F)(F)F)c2)[nH]n1	7	.	4.9	-22	9	-3	-8	.	17*
CC(C)C(c1nnnn1Cc1ccco1)N1CCN(c2nc3ccccc3s2)CC1 (stereo not given)	-6	-7	3.1	-1	10	16	-1	3	3
O=C(NCc1cccnc1)C1CCN(S(=O)(=O)c2cccnc2)CC1	-1	-8	0.3	-7	1	-23	-4	-15	-6
Cc1ccc2nc(N3CCOCC3)c(C=O)c(=O)n2c1	7	-20	0.6	-9	1	-1	0	-5	-5
CCN1C(=O)[C@H]2[C@@H](c3ccc(C)cc3)N[C@]3(CCCN(Cc4ccc(C)cc4)C3=O)[C@H]2C1=O	0	.	0.4	-6	-1	-7	-1	.	-3
COc1ccc(NS(=O)(=O)c2ccc(C(=O)N(C)Cc3cccs3)cc2)cc1	-7	.	20*	-8	17	2	-2	.	25*
CC(C)C[C@H](NC(=O)c1[nH]cnc1C(=O)N[C@H](C)c1ccccc1)C(=O)OC(C)(C)C	-4	-19	-0.6	-21	-1	8	6	-14	-5
N#Cc1cc([N+](=O)[O-])c(-n2nnc3ccccc32)c([N+](=O)[O-])c1	7	-1	0.7	-18	1	-6	1	8	1
Cc1ccc(S(=O)(=O)c2nc(-c3ccc(F)cc3)oc2SCC(N)=O)cc1	9	-3	0.5	-8	1	-13	-2	-15	-2
COc1cccc(Sc2nc(-c3ccccc3)ncc2S(C)(=O)=O)c1	1	-12	-0.3	-15	0	-6	11	-32	-6
Cc1snc(SCC(=O)N/N=C(\N)COc2cccc(C(F)(F)F)c2)c1C#N	4	-1	2.0	-10	1	-8	1	-19	-6
O=C(Nc1ncn[nH]1)c1ccc(S(=O)(=O)N2CCOCC2)cc1	3	-1	0.8	-8	1	-4	3	-3	-2
O=C(c1cc(-c2ccc(Cl)cc2)nc2ccccc12)N1CCC1	-2	-3	2.4	1	6	2	-12	-11	-2
Cc1c(/C=C(\C#N)c2nn(-c3ccccc3)c(N)c2C#N)c2ccccc2n1Cc1ccc(F)cc1	-2	0	0.8	-23	1	5	6	-23	-5
O=C(CSc1oc(-c2ccccc2)nc1S(=O)(=O)c1ccccc1)NCC1CCCO1 (stereo not given)	7	-7	1.7	-12	3	-7	4	-14	-1
CCc1ncc(/C=C2\C(=O)Nc3ccccc32)[nH]1	5	4	0.3	-3	2	-7	0	-15	-3
CCc1c(C)c2nncn2[nH]c1=O	2	1	0.5	-13	0	-12	-9	5	-1
COCCN(C(=O)Cc1cccs1)C(C(=O)NC1CCCC1)c1ccc(OC)c(OC)c1 (stereo not given)	11	3	0.9	-8	1	-9	-3	-15	-9
CC(C(=O)O)n1nc(-c2ccccc2)c2ccccc21 (stereo not given)	6	-11	-0.5	-5	-1	-9	-7	-11	-2
CCN(CC)C1Oc2cc3c(cc2C(c2cc(OC)c(O)c(OC)c2)C1C)OCO3 (stereo not given)	9	.	0.9	-18	0	-19	-4	.	-2
COc1ccc(OC(=O)c2cc3ccccc3o2)cc1	1	-5	-0.2	0	1	4	1	-10	-5
COn1c(=O)c(-c2cccs2)[n+]([O-])c2ccccc21	4	-5	-0.3	-12	1	-12	-1	-20	-3
COC(=O)c1ccc(S(=O)(=O)NCCc2ccccc2OC)n1C	3	-8	18*	3	4	-5	-9	-17	-2
CCNC(=O)CC1SC(=Nc2ccc(C)cc2)NC1=O (stereo not given)	11	-2	0.3	-10	1	-8	-1	-9	-9
CCC1=Nc2cc(C(=O)O)ccc2Sc2ccc(Cl)cc21	1	-4	-0.1	5	0	12	3	0	-3
CCc1ccccc1NC(=O)C(Cc1cccc(OC)c1OC)c1nn[nH]n1 (stereo not given)	11	2	0.1	-9	0	-3	-2	-1	-3
COc1ccc(NC(=S)N2CCN(S(C)(=O)=O)CC2)cc1OC	8	5	0.5	11	0	-7	4	-2	-1
CCOc1cc(C(=O)N(C)CC(=O)Nc2cccc(F)c2)ccc1OCC(=O)N1CCCCC1	9	-3	1.6	-13	2	-7	-11	-6	-3
COc1ccc(-c2[nH]ncc2/C=N\NS(=O)(=O)c2ccc(Cl)cc2)cc1	17	-6	0.8	-8	1	-7	2	-9	3
O=C(Cn1cccc1C(=O)c1ccccc1)NCCCN1CCc2ccccc2C1	0	0	-0.7	-13	1	1	-2	-11	-6
Cc1ccc(S(=O)(=O)N2CCCCC2)cc1C(=O)NCCc1ccccc1	19	3	-0.1	-5	1	-13	-11	-15	1
COc1ccc(N2CCN(C(=O)C(Cc3ccccc3)NC(=O)c3ccccc3)CC2)cc1 (stereo not given)	9	.	3.7	-12	11	-6	1	.	5
CCOc1ccccc1NC(=O)CC1(CC(=O)N2CCOCC2)CCCC1	9	.	0.8	-7	1	-16	0	.	-1
Cc1cc(=O)oc2cc(NC(=O)COc3ccccc3[N+](=O)[O-])ccc12	2	-2	-0.2	-6	0	-2	-8	-14	-3
CC(=O)c1ccccc1NS(=O)(=O)c1cccc2nonc12	1	1	0.1	-2	0	-1	2	-4	-3
CN(Cc1ccc(Cl)c(Cl)c1)C(=O)c1cccc(S(=O)(=O)N2CCN(Cc3ccccc3)CC2)c1	-11	-11	4.7	6	12	20	6	-12	-4
Fc1ccc(C(CCCn2nnc(-c3cccnc3)n2)c2ccc(F)cc2)cc1	-8	-19	3.1	3	6	27*	29*	35*	-2
CSc1cccc(NC(=O)Nc2ccccc2)c1	-1	-15	2.8	10	13	1	4	6	0
CCOc1cc(C(=O)OCC(=O)c2c[nH]c3ccccc23)ccc1OCC(=O)N1CCOCC1	5	-7	2.2	-15	5	-25	0	-15	-1
CCN(CC)CCCN(Cc1cc2cc3c(cc2[nH]c1=O)OCO3)C(=S)Nc1ccccc1	8	-4	0.4	-12	0	-7	-5	-28	-15
O=C(NCCCCNC(=O)c1c(F)c(F)c(F)c(F)c1F)c1c(F)c(F)c(F)c(F)c1F	-1	7	1.9	8	1	4	5	-13	0
Cc1ccccc1CN1C(=O)c2ccccc2C1c1nnnn1C(C)C (stereo not given)	.	.	1.2	-18	0	.	-10	.	.
CC(C)c1ccccc1NC(=S)NC(=O)C1CCCCC1	-7	-7	-0.4	-8	0	17	-1	-34	-6
CCOC(=O)c1ccccc1Nc1cc(C)nc2nc(C)nn12	11	1	-0.4	-6	-2	-21	-20	-21	-5
CCCC1(c2ccccc2)NC(=O)N(CC(=O)Nc2ccc3c(c2)OCCO3)C1=O (stereo not given)	4	-6	3.7	-6	8	2	-7	-11	7
Continued:
SMILES	CHRM1 PAM	OXTR potentiate	CHO-K1 Ca ag	CHO-K1 Ca antag	CHRM4 agonist	M1 antag	M4 antag	CHO parental Ca	CHRM1 agonist
NS(=O)(=O)c1cnccc1NCCc1ccccc1	12	-4	1.2	-11	1	-10	7	-5	-2
COc1cccc(/C=N/NC(=O)CCn2c3ccccc3c3ccccc32)c1	-2	-16	0.8	2	2	8	-4	0	-7
Cc1noc(N)c1C(=O)Nc1ccc(F)cc1	-5	-6	0.4	6	0	4	4	-14	-2
COc1ccc(Cl)cc1N1C(=O)/C(=C\c2sccc2C)N=C1SCC(=O)NC1CC1	-1	2	0.8	6	1	0	2	-7	-5
CC(C)Nc1nc(NC(C)C)nc(NS(=O)(=O)c2ccc(N)cc2)n1	-5	-2	0.0	-7	1	1	0	1	-4
Cc1ccc(N2C(=O)C(CN3CCCCC3)C2c2ccccc2)cc1 (stereo not given)	-4	0	0.7	5	1	1	5	8	-5
O=C(Cc1cc(=O)[nH]c(=O)[nH]1)NCC1CCCO1 (stereo not given)	1	-5	1.1	-7	1	7	-15	-5	2
C/C(=N\NC(=O)Cc1c(Cl)cccc1Cl)c1cccnc1	1	.	0.1	-3	1	3	1	.	-2
COc1cc(C)ccc1OCc1cc(C(=O)N2CCC(c3ccc(F)cc3)C2)no1 (stereo not given)	0	-15	0.0	3	1	3	-6	-9	-3

Sorted by SMILES length (ascending): part of the list above.
SMILES	CHRM1 PAM	OXTR potentiate	CHO-K1 Ca ag	CHO-K1 Ca antag	CHRM4 agonist	M1 antag	M4 antag	CHO parental Ca	CHRM1 agonist
NCC1CCN(c2nc3ccccc3c3c2CCCC3)CC1	-6	.	6.0	-7	5	4	-2	.	-3
O=C(NCc1cccnc1)C1CCN(S(=O)(=O)c2cccnc2)CC1	-1	-8	0.3	-7	1	-23	-4	-15	-6
COc1cccc(/C=N/NC(=O)CCn2c3ccccc3c3ccccc32)c1	-2	-16	0.8	2	2	8	-4	0	-7
Cc1csc2c(N3CCN(C(=O)c4ccc(C(C)(C)C)cc4)CC3)ncnc12	-14	-13	12	22	13	21	8	37*	0
CCN(CC)CCCN(Cc1cc2cc3c(cc2[nH]c1=O)OCO3)C(=S)Nc1ccccc1	8	-4	0.4	-12	0	-7	-5	-28	-15
